# Source: PubChem BioAssay
# USP2a inhib – inhibitors of human ubiquitin-specific protease USP2a; USP2a enzymatic assay, qHTS inhibition; Potency, µM (highest dose often 38.3 µM), inactives show at the top dose activity change, negative = inhibition, usual class: inhibitors; hit rate 0.1% among 60,000;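 further: potency means the concentration at half of the fitted maximal effect; nearly all actives have a fitted effect of over 60% in size; plate controls were DMSO for no effect and NEM full inhibition control for full effect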
#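 USP2 core (20nM final) preincubated 30 min RT with compound, then Ub-PLA2 20nM and NBD C6-HPC 20uM final added; buffer 20mM Tris-HCl pH 8.0, 2mM CaCl2. Fluorescence Ex 460/Em 535 read at 0 and 2.5 h; normalized to NEM.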
# Casp1 inh – blocks human caspase-1 allosterically or competitively; P29466; Caspase-1 enzyme, Ac-WEHD-AFC fluorogenic rate; Potency, µM (series often up to 57.5 µM), without a hit: at the highest dose activity change, negative = inhibition, hits mostly inhibitors; hit rate 0.03% among 75,000; AID 900;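 further: potency means the concentration at half of the fitted maximal effect; plate controls were vehicle for no effect and no substrate for full effect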
# HEK293 cAMP ctrl – raises cAMP in parental HEK293 cells, TSHR agonist counter-screen; parental HEK293 CNG cAMP sensor, membrane potential fluorescence; hit rate 2.5% among 73,000; Potency, µM (doses to about 57.1 µM), inactives show at the highest dose activation, usual class: activators; further: potency means the concentration at half of the fitted maximal effect; % of control where 0% means no effect; nearly all actives have a fitted effect of over 55% in size
#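 Parental HEK 293 cells stably expressing a modified CNG channel (no TSHR) report cAMP rise as membrane depolarization. Membrane potential dye with 100 uM RO 20-1724 was loaded for 60 min at room temperature, then compound added for 30 min; fluorescence read at 590 nm.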
# Rhodamine autofl – rhodamine region autofluorescence; AID 594; hit rate 0.05% among 59,000; Rhodamine-region fluorescence, 547/598 nm, Tris buffer; hits give high values; max dye-equivalent concentration, M; in the data active means max dye-equivalent concentration above about 11 nM; inconclusive means between about 1.1 nM and that limit
#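 Steps: pin-transfer compounds into pH 8.0 Tris (100 mM), hold 15 min at room temperature, image with a 547/598 nm filter pair, and convert intensities to rhodamine-equivalent concentration using a six-point on-plate rhodamine series.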
# HADH2 inhib – blocks human hydroxyacyl-CoA dehydrogenase type II; Q99714; recombinant HADH2, NADH fluorescence, beta-hydroxybutyryl-CoA; Potency, µM (titrated, usually from 57.1 µM), for inactives: at the highest dose activity change, negative = inhibition, hits mostly inhibitors; hit rate 3.4% among 73,000; further: potency means the concentration at half of the fitted maximal effect; on the % scale 0 is the no-effect control and ±100 the full control effect; nearly all actives have a fitted effect of over 60% in size; many of its hits are not listed in these tables
#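 Activity measured as NADH fluorescence gain (360/450 nm), taken as the change between first and last reads of a 4-min kinetic run. Conditions: pH 9.0 Tris buffer, 20 nM E. coli-expressed His-tagged enzyme, 1 mM NAD+, 90 uM beta-hydroxybutyryl-CoA; 15-min compound preincubation.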
# Fluorescein autfl – compound autofluorescence in fluorescein spectral region | Compound autofluorescence, 480/540 nm, fluorescein-equivalent; hits give high values | max fluorescein-equivalent concentration, M | AID 593 | hit rate 0.91% among 59,000; in the data active means max fluorescein-equivalent concentration above about 10 nM; inconclusive means between about 1.1 nM and that limit
#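 Compounds were pin-transferred into 100 mM Tris buffer, pH 8.0, and incubated 15 min at room temperature. Fluorescence was read at 480 nm excitation/540 nm emission. Signals were normalized to an on-plate six-point fluorescein standard curve as dye-equivalent concentration.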
# TexasRed autofl – compound fluoresces in the Texas Red spectral region | max dye-equivalent concentration, M | Compound fluorescence, Texas Red channel, 547/618 nm; hits give high values | hit rate 0.06% among 59,000; in the data active means max dye-equivalent concentration above about 10 nM; inconclusive means between about 1.1 nM and that limit
#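 qHTS profiling of intrinsic compound fluorescence; 100 mM Tris pH 8.0; 15 min RT; ex 547 / em 618 nm; response expressed as Texas Red dye-equivalent concentration from six-point plate standard.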
# ERK AVP block – vasopressin-driven ERK pathway inhibition | hit rate 0.99% among 72,000 | AID 995 | HEK293-V1b, vasopressin-stimulated pERK AlphaScreen | Potency, µM (highest dose often 57.5 µM), inactives show at the top dose activity, negative = inhibition, usual class: inhibitors; further: potency means the concentration at half of the fitted maximal effect; on the % scale 0 is the no-effect control and ±100 the full control effect; nearly all actives have a fitted effect of over 55% in size
#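 Overnight-seeded V1b-HEK293 cells in 1% FBS got compound, then vasopressin (25 nM final, 5 min, 37C), then lysis buffer. AlphaScreen detection of phospho-ERK; activity normalized to basal and full-stimulation controls.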
# FLuc inh – blocks Photinus pyralis firefly luciferase activity. purified firefly luciferase, luminescence, 8 min. P08659. Potency, µM (series often up to 57.1 µM), without a hit: at the highest dose activity change, negative = inhibition, actives largely listed as inhibitors. AID 411. hit rate 2.2% among 72,000; further: potency means the concentration at half of the fitted maximal effect; on the % scale 0 is the no-effect control and ±100 the full control effect; nearly all actives have a fitted effect of over 40% in size
#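 qHTS concentration-response profiling: light output of P. pyralis luciferase with luciferin and 10 uM ATP, imidazole buffer pH 7.2. Read by luminescence after 8-min room-temperature incubation.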
# Casp7 inh – allosteric or competitive inhibitors of human caspase-7; P55210; recombinant caspase-7, Ac-DEVD-AFC fluorescence rate; Potency, µM (titrated, usually from 57.5 µM), inactives show at the top dose activity change, negative = inhibition, actives largely listed as inhibitors; hit rate 0.02% among 75,000; active means well fitted inhibition curve with a large enough effect in the main read-out, with a control signal flat, not every such curve was filed as active; inconclusive means small, poorly fitted or top-dose-only effect, or a change in a side signal; further: potency means the concentration at half of the fitted maximal effect; % of control where 0% means no effect
# Tau fil binding – binds recombinant human tau filaments; recombinant tau filaments, thioflavin S fluorescence, 15 h; filaments grown with octadecylsulfate alongside compound; P10636; hit rate 2% among 71,000; Potency, µM (titrated, usually from 57.1 µM), for the others: at the top dose activity change, negative = inhibition;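 further: potency means the concentration at half of the fitted maximal effect; on the % scale 0 is the no-effect control and ±100 the full control effect; actives lower thioflavin S fluorescence by blocking filaments or displacing dye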
#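 Recombinant tau protein (human, 1 uM final) plus 30 uM ODS in HEPES pH 7.4 with NaCl, DTT and thioflavine S. Compound present from the start; fluorescence at 510 nm after 15 h, 37 C.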
# * = called active by the depositor; i = inactive; ? = inconclusive; / = no result given; & = joins results of further samples; ! = repeats disagree; [ ] = remark or other dose. Unless noted, the call rests on the fitted dose curve; in most records, active means well fitted curve in the direction sought with a large enough effect; inconclusive means small, poorly fitted or top-dose-only effect, or another doubt; inactive means no such curve, though single readings can be large; an effect the other way counts as inactive or inconclusive.
SMILES,USP2a inhib,Casp1 inh,HEK293 cAMP ctrl,Rhodamine autofl,HADH2 inhib,Fluorescein autfl,TexasRed autofl,ERK AVP block,FLuc inh,Casp7 inh,Tau fil binding
COc1cc(C)c(S(=O)(=O)N2CCCC2)cc1C,3%,-3%,18%,i,0%,i,i,4%,2%,-1%,-2%
Cc1cc(C)c(S(=O)(=O)N(CC(=O)NCc2cccnc2)C2CCCCC2)c(C)c1,31%[activator],-2%,18%,i,12%,i,i,-8%,5%,-1%,7%
CC1(C)Cc2ccccc2-c2nc(NCCCO)n(-c3ccccc3)c(=O)c21,20%[7.66 µM],0%,-8%[11.4 µM],/,i[11.4 µM],/,/,?,3%,1%,-1%[11.4 µM]
COc1cccc(C2/C(=C(/O)c3ccccc3)C(=O)C(=O)N2CCCC(=O)O)c1 (configuration not stated),-6%,1%,0%,/,-13%,/,/,1%,3%,2%,7%
CS(=O)(=O)Nc1ccc(C(=O)NCc2cccnc2)cc1,-2%,0%,-1%,i,-23%,i,i,0%,0%,1%,0%
COc1ccc2c(CC#N)c[nH]c2c1,/,3%,5%,/,-8%,/,/,-4%,0%,-1%,-4%
Cc1occc1-c1nnc(SCc2cc(=O)n3cc(Br)ccc3n2)n1C,7%,-2%,8%,i,-11%,?,i,0%,0%,-4%,66%
Cc1[nH]nc(-c2ccc(O)c(C)c2O)c1-c1cnn(-c2ccccc2)c1,?,-3%,?,i,?,i,i,?,1%,-2%,-21%
COc1ccc(CN(CC(=O)NCc2ccco2)C(=O)CCC(=O)Nc2ccccn2)cc1,/,-1%,5%,i,17%,i,i,-12%,1%,1%,-7%
O=C1CN2C(=Nc3ccc(Br)cc3C2c2ccccc2)CCN1 (configuration not stated),2%,-2%,-3%,/,1%,/,/,-29%,2%,-3%,9%
CC(C)NC(=O)Cn1c(SCC(=O)N2c3ccccc3CC2C)nc2ccccc21 (configuration not stated),198%[activator],-2%,27%,i,-2%,i,?,-9%,-1%,2%,-17%
Fc1ccccc1COc1ccc(/C=N/n2cnnc2)cc1,10%,1%,?,/,-3%,/,/,-11%,-6%,0%,36%
CCN1C(=O)NC(c2cc(Br)ccc2OC)C(C(=O)OC)=C1C (configuration not stated),-11%,0%,21%,i,-5%,i,i,-21%,0%,-1%,-4%
Cc1nccn1-c1c2c(c(C#N)c3nc4ccccc4n13)CCCC2,2%,-14%,6%,i,2%,1.4e-08M*,?,-1%,2%,-12%,22%
COC(=O)c1ccc(C(NC(=O)c2ccco2)[C@]2(C)C[C@H]2C2CCCCC2)cc1 (some centres not stated),/,-3%,?,/,17%,/,/,26%,/,-27%,-5%
CCOc1cc(S(=O)(=O)N2CCC(Cc3ccccc3)CC2)c(OCC)cc1-n1cnnn1,137%[activator],-3%,3%,i,?,?,i,-10%,2%,-2%,13%
CC(C)CCNC(=O)C1CCN(S(=O)(=O)c2ccc3c(c2)CCC(=O)N3)CC1,/,2%,6.3µM*,/,2%,/,/,-8%,0%,-3%,-17%
OCCn1nc2c3ccccc3nc-2n(-c2ccccc2)c1=S,-7%,-1%,-7%,i,-21%,?,i,-6%,5%,-1%,-1%
NC1=NC(c2ccccc2Cl)n2c(nc3ccccc32)N1 (configuration not stated),2%,2%,6%,i,9%,i,i,15%,5%,1%,26%
CCOC(=O)Cc1nnc(NC(=O)CSc2nnc3c4ccccc4n(C(C)C)c3n2)s1,60%[activator],-1%,2%,i,-7%,i,i,-4%,4%,-2%,?
COCCOC(=O)C1=C(C)NC(=O)NC1c1c(F)cccc1Cl (configuration not stated),6%[7.66 µM],-1%,5%[11.4 µM],/,9%[11.4 µM],/,/,-19%,-1%,0%,0%[11.4 µM]
Cc1nnc2sc(-c3cccc4ccccc34)nn12,7%,-2%,8%,i,?,i,i,-12%,1%,0%,0%
CCC(OC(=O)c1cccs1)C(=O)NCc1ccco1 (configuration not stated),-6%,-1%,9%,i,5%,i,i,8%,0%,-1%,7%
Cc1ccc(-c2nc(Nc3ccccc3)n[nH]2)cc1,3%,0%,-35%[inhibitor],i,-12%,i,i,-21%,13µM*,1%,5%
Cc1cc(Nc2ccc(C)c(Br)c2)n2nc(C)nc2n1,/,2%,8%,/,3%,/,/,-18%,-7%,0%,-2%
COC(=O)c1ccc(NC(=O)c2ccc(N(C)S(C)(=O)=O)cc2)cc1,-3%,0%,12%,i,-1%,i,i,-17%,-3%,1%,44%
CC(=O)N1CCC(N(CCN2CCOCC2)C(=O)Nc2ccc(Cl)c(Cl)c2)CC1,/,-2%,21%,/,-1%,/,/,-6%,1%,-3%,-4%
C=CCN1C(=O)C(O)(CC(=O)c2ccc(N)cc2)c2ccccc21 (configuration not stated),1%,-1%,?,/,-2%,/,/,-8%,1%,1%,-3%
COc1ccccc1NS(=O)(=O)c1ccc(C)c(C(=O)NCC2CCCO2)c1 (configuration not stated),-5%,-3%,-4%,i,6%,?,i,-3%,0%,-1%,-1%
COC(=O)C1=C(C)N(Cc2ccccc2)C2=C(C(C)=O)C(c3ccccc3)[C@@](O)(C(=O)OC)C(=O)N2C1c1ccccc1 (some centres not stated),/,-1%&-3%[11.5 µM],2%&3%[11.4 µM],/,3.2µM*!,/,/,18%&30%[11.5 µM],/,3%&-2%[11.5 µM],/
CC(NC(=O)CCNS(=O)(=O)c1ccc2c(c1)c(=O)n(C)c(=O)n2C)c1ccccc1 (configuration not stated),-1%,-1%,1%,i,3%,i,i,4%,3%,-1%,9%
Cc1cc(OCC(=O)N2CCCC2)cc(C)c1Cl,4%,0%,10%,i,2%,i,i,12%,1%,-1%,0%
CCc1ccc(OCc2nnc(SCCN3CCOCC3)n2CC)cc1,12%,2%,22%,i,2%,?,?,4%,-1%,-1%,4%
CCN(CC)CCN1C(=O)C2C3c4ccccc4C(c4ccccc43)C2C1=O (configuration not stated),15%[7.66 µM],-1%,12%[11.4 µM],/,4%[11.4 µM],/,/,-26%,1%,0%,-13%[11.4 µM]
Cc1ccc(/C=N/c2sc3c(c2C#N)CCCCC3)o1,14%,?,6%,i,5µM*,?,i,?,1%,-10%,34%
CNC(=O)Cn1c(=O)n(C)c2ccccc21,3%,0%,0%,i,-2%,?,?,1%,1%,0%,5%
OCCN1CCN(CC(O)COc2ccc3ccccc3c2)CC1 (configuration not stated),-4%,-1%,7%,i,-19%,i,i,-5%,2%,1%,23%
CC(C)(C)C(=O)/C=C(\N)c1ccncc1,-7%,1%,3%,/,-15%,/,/,2%,0%,-3%,2%
CC(=O)N1CCN(S(=O)(=O)c2ccc(S(=O)(=O)NC3CC3)cc2)CC1,-5%,0%,-1%,i,1%,?,i,4%,1%,6%,-4%
COc1ccc(OCCOC(=O)c2cccc(-n3cnnn3)c2)cc1,15%,0%,14%,i,14%,i,?,10%,-2%,-3%,40%
Cn1c(=O)c(=O)n(C)c2cc(S(=O)(=O)N3CCCCCC3)ccc21,13%,2%,8%,i,?,i,i,8%,2%,1%,11%
CN(Cc1cc2ccccc2[nH]c1=O)C(=O)C1CCCCC1,11%,-3%,11%,i,-5%,?,i,-7%,2%,-1%,-5%
Cc1ccc(C(c2nnnn2CS(=O)(=O)c2ccc(C)cc2)N2CCC(C(N)=O)CC2)cc1 (configuration not stated),/,1%,5%,i,8%,i,i,-16%,0%,3%,-9%
CCCCCCCCCCCCCCCC[N+](C)(C)CCN(Cc1ccc(OC)cc1)c1ncccn1,54%[activator][17.1 µM],-2%[25.7 µM],-7%[25.6 µM],i,8%[25.6 µM],?,i,-18%[25.7 µM],4%[25.5 µM],-1%[25.7 µM],-8%[25.6 µM]
O=C(O)C1CCCCC1C(=O)Nc1ccc2c(c1)CCC2 (configuration not stated),-2%,1%,8%,i,3%,i,i,2%,2%,-2%,2%
COc1cc(NC(=O)C2CCCN(S(=O)(=O)c3cnc[nH]3)C2)cc(OC)c1 (configuration not stated),/,-2%,5%,/,3%,/,/,-11%,1%,-2%,-4%
Cn1c(Sc2nc3ccccc3n2C)nc2ccccc21,1%,-2%,1%,i,0%,i,i,-6%,-2%,0%,8%
O=C(Nc1ccccc1F)C1C2C=CC3(O2)C1C(=O)N(c1cccnc1)C3C(=O)NC1CCCCC1 (configuration not stated),6%,-2%,-25%,i,12%,i,i,-10%,2%,-1%,9%
O=C(O)C1(C(=O)O)CCN(S(=O)(=O)c2ccccc2)CC1,/,2%[11.5 µM],-1%[11.4 µM],i,13%[11.4 µM],?,i,-12%[11.5 µM],3%[11.4 µM],2%[11.5 µM],-3%[11.4 µM]
O=C(CC1C(=O)NCCN1C(=O)Nc1ccccc1)Nc1ccc2c(c1)OCCO2 (configuration not stated),9%,-1%,-16%,i,12%,i,i,-23%,7%,2%,-3%

# These rows are one share of the data; rates above refer to the full screens.
